Tau fluor counter: Counterscreen qHTS for Inhibitors of Tau Fibril Formation, Fluorescence Polarization | 280,000 tested, 0.93% active | Potency, µM (highest dose often 57.7 µM), for inactives: at the highest dose activity change, negative = decrease | AID 1463, 2008 | tau K18 P301L (four-repeat tau fragment) Alexa594 fluorescence, heparin fibrillization; further: potency means the concentration at half of the fitted maximal effect; on the % scale 0 is the no-effect control and ±100 the full control effect; nearly all actives have a fitted effect of over 55% in size
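Human K18 P301L tau (15 uM unlabeled plus 0.24 uM Alexa 594-labeled, final) in 100 mM sodium acetate pH 7 was mixed with compound and 20 uM heparin and incubated 6 hr at 37 C.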
TR SRC2 fluor cs: Total Fluorescence Counterscreen for Inhibitors of the Interaction of Thyroid Hormone Receptor and Steroid Receptor Coregulator 2. AID 1479, 2009. 280,000 tested, 0.29% active. Potency, µM (series often up to 106 µM), for inactives: top-dose fluorescence change, negative = quenching. TRb/SRC2 Texas Red total fluorescence interference; active means well fitted curve in either direction with a large enough effect; inconclusive means small, poorly fitted or top-dose-only effect; further: potency means the concentration at half of the fitted maximal effect; on the % scale 0 is the no-effect control and ±100 the full control effect
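Human TRβ ligand-binding domain (0.6 uM) and Texas Red SRC2 peptide (20 nM) in Tris buffer with 1 uM T3 and 5% DMSO were incubated with pinned compound for 5 hr at ambient temperature. Total fluorescence was computed as S + 2P (555/632 nm).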
Tau fibril FP: qHTS for Inhibitors of Tau Fibril Formation, Fluorescence Polarization. 280,000 tested, 0.39% active. Potency, µM (series often up to 57.7 µM), inactives show at the highest dose activity, negative = inhibition, hits mostly inhibitors. K18 P301L tau heparin fibrillization, Alexa594 FP, 6 h. Microtubule-associated protein tau (Homo sapiens), P10636; further: potency means the concentration at half of the fitted maximal effect; on the % scale 0 is the no-effect control and ±100 the full control effect; nearly all actives have a fitted effect of over 55% in size
Target sequence (P10636 561-689 P618L limits assumed): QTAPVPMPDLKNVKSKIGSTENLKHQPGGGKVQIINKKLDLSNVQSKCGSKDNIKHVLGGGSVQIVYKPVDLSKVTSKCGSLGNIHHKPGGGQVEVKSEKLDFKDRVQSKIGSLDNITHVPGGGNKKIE
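Quantitative HTS format: compounds meet 15 uM recombinant K18 P301L tau and Alexa 594-tau tracer in 100 mM sodium acetate pH 7; 20 uM heparin triggers fibrillization at 37 C over 6 hr; FP gives the signal.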
CBFb RUNX1 block: qHTS Assay for Compounds Blocking the Interaction Between CBF-beta and RUNX1 for the Treatment of Acute Myeloid Leukemia; Runt-related transcription factor 1 (Homo sapiens) + Core-binding factor subunit beta …; AlphaScreen CBFb-His/RUNX1-biotin binding, biochemical; Potency, µM (series often up to 59.8 µM), for inactives: at the highest dose activity, negative = inhibition, hits mostly inhibitors; 230,000 tested, under 10 active; further: % of control where 0% means no effect
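Proteins preincubated together for 20 min at RT before compound addition; 15 min later, nickel and streptavidin beads were added and left 90 min prior to AlphaScreen measurement.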
aGal spleen mod: qHTS Assay for Inhibitors and Activators of Human alpha-Galactosidase From Spleen Homogenate. Alpha-galactosidase A (Homo sapiens), P06280. human spleen homogenate, 4MU-alpha-Gal fluorescence, 40 min. Potency, µM (titrated, usually from 80 µM), for the others: at the top dose activity change, negative = inhibition, actives largely listed as inhibitors. 240,000 tested, 0.008% active. AID 2107, 2009;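 further: potency means the concentration at half of the fitted maximal effect; 0% = enzyme with vehicle and -100% = no enzyme basal signal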
Target sequence (P06280 32-429 limits assumed): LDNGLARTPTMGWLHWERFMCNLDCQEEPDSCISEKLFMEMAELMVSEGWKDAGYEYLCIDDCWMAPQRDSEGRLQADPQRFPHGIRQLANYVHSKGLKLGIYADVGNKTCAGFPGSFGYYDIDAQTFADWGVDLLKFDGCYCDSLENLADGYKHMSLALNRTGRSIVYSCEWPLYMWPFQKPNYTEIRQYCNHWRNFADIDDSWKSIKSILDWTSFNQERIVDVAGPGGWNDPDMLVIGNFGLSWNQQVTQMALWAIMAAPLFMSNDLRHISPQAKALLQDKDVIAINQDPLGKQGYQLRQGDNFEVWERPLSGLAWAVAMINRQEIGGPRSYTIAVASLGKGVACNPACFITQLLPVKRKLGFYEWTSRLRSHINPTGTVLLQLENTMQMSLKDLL
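Spleen homogenate 1 ug + cpd (titration) + 4-MU-alpha-D-galactopyranoside 1 mM; 37C 40 min; 50 mM citrate/phosphate pH 5.0, 0.01% Tween-20; stop pH 10; fluorescence 365/440; AC50 via Hill.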
TRb SRC2 PPI: qHTS for Inhibitors of the Interaction of Thyroid Hormone Receptor and Steroid Receptor Coregulator 2; Thyroid hormone receptor beta (Homo sapiens), P10828; TRbeta-SRC2 peptide binding, fluorescence polarization; receptor liganded with 1 µM T3; AID 1469, 2008; 280,000 tested, 0.065% active; Potency, µM (series often up to 106 µM), without a hit: at the top dose activity change, negative = inhibition, actives largely listed as inhibitors;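 further: potency means the concentration at half of the fitted maximal effect; plate controls were bound peptide for no effect and peptide without receptor for full effect; nearly all actives have a fitted effect of over 50% in size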
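Read-out is fluorescence polarization (555 nm excitation, 632 nm emission) of a Texas Red SRC2 coactivator peptide; loss of signal reflects blocked binding to human TRb ligand-binding domain in the presence of 1 uM T3.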
Epigenetic derep: Quantitative High-Throughput Screen for Regulators of Epigenetic Control; murine LDR cells, GFP reporter derepression, 30 h; Potency, µM (doses to about 53.9 µM), inactives show at the highest dose GFP activation, actives largely listed as activators; 280,000 tested, 0.2% active; AID 1865, 2009; further: potency means the concentration at half of the fitted maximal effect; % of control where 0% means no effect; nearly all actives have a fitted effect of over 60% in size
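GFP-positive cell count by laser-scanning cytometry (objects 20–120 um) after 30 h, 37 C compound exposure of murine LDR cells; reporter is CMV-GFP integrated at a silenced locus, inducible by HDAC or DNMT inhibitors.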
NPSR antag: qHTS Assay for Antagonists of the Neuropeptide S Receptor: cAMP Signal Transduction | 220,000 tested, 1% active | CHO-NPSR cells, cAMP TR-FRET, antagonist mode | Potency, µM (titrated, usually from 38.3 µM), inactives show top-dose activity change, negative = inhibition, most hits filed as inhibitors; further: potency means the concentration at half of the fitted maximal effect; on the % scale 0 is the no-effect control and ±100 the full control effect; nearly all actives have a fitted effect of over 50% in size; many of its hits are not listed in these tables
Target sequence (Q6W5P4 whole entry, looked up): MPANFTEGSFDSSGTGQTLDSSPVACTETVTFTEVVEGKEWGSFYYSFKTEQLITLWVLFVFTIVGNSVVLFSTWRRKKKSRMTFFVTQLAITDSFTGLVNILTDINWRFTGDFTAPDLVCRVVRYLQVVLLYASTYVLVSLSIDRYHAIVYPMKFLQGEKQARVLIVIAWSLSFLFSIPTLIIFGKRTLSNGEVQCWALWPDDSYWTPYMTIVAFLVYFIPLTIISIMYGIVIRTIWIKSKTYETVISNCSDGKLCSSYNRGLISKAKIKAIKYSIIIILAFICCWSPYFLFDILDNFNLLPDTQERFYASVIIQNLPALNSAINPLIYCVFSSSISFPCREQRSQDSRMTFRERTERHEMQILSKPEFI
An asterisk follows results filed as active; u = inconclusive; x = no result given; & = joins results of further samples; [ ] = dose if it differs, or a comment. Unless noted, the call rests on the fitted dose curve; in most records, active means well fitted curve in the direction sought with a large enough effect; inconclusive means small, poorly fitted or top-dose-only effect, or another doubt; inactive means no such curve, though single readings can be large; an effect the other way counts as inactive or inconclusive. This is a subset; the hit share may differ from the screen's.

(1) O=C(O)c1ccc(NC(CSCc2ccc(F)cc2)C(=O)O)c([N+](=O)[O-])c1 (stereo not given)
(2) CC(C)C(=O)Nc1ccc2nc(SCC(=O)N3CCCC3)sc2c1
(3) COc1cccc(Nc2nc(N)c([N+](=O)[O-])c(NCc3ccccc3)n2)c1
(4) O=C(c1cccs1)N(CC1CCCO1)c1nc(-c2ccccc2)cs1 (stereo not given)
(5) COc1ccc(NC(=O)Cn2cc(C(=O)c3cccs3)c3ccccc32)cc1
(6) S=C(NCc1cccnc1)Nc1cccc2ccccc12
(7) O=C(COC(=O)C1CC2C=CC1C2)Nc1ccccc1F (stereo not given)
(8) COC(=O)c1ccc(C2C(C(=O)c3cc4ccccc4o3)=C(O)C(=O)N2CCCN(C)C)cc1 (stereo not given)

| assay / entry | 1 | 2 | 3 | 4 | 5 | 6 | 7 | 8 |
| --- | --- | --- | --- | --- | --- | --- | --- | --- |
| Tau fluor counter | -7% | 7% | 16µM*[quencher] | -27% | u | -7% | 6% | -10% |
| TR SRC2 fluor cs | 1% | -3% | -2% | 1% | 2% | -2% | -5% | 0% |
| Tau fibril FP | 1% | 0% | u | -2% | -19% | -6% | 8% | -1% |
| CBFb RUNX1 block | -2% | x | -29% | 24% | x | 2% | 0% | 3% |
| aGal spleen mod | 4% | x | -1% | 5% | x | 2% | 13% | -8% |
| TRb SRC2 PPI | 4% | -3% | 5% | 6% | 12% | 2% | 1% | 6% |
| Epigenetic derep | -0.1% | -3.2% | -1.8% | -0.8% | -0.2% | 1.1% | -1.2% | -1.1% |
| NPSR antag | -3%[46.1 µM] | x | u | -2%[7.67 µM] | x | 12% | -2% | 25%[46.1 µM] |

(9) O=C(O)/C=C/C(=O)Nc1ccc(-n2ccc(C(F)(F)F)n2)cc1
(10) Cc1cc(NC(=O)COC(=O)c2cccc(S(=O)(=O)N3CCOCC3)c2)no1
(11) Cc1ccc(CNC(=O)CSc2nc(=O)n(Cc3ccco3)c3c2CCC3)cc1
(12) Cc1ccccc1NC(=O)OCCN1CCN(Cc2ccccc2)CCC1=O
(13) CCC(CC)COC(=O)C(C#N)c1nc2ccccc2nc1N1CCN(CC)CC1 (stereo not given)
(14) CCCCOC(=O)Cc1c(O)c2ccccc2[nH]c1=O
(15) Cc1ccc(S(=O)(=O)NCC2CCC(C(=O)NCCc3ccc(Cl)cc3)CC2)cc1 (stereo not given)
(16) CC1Cc2nc(SCC(=O)Nc3ccc(F)cc3)n(C)c(=O)c2S1 (stereo not given)

| assay / entry | 9 | 10 | 11 | 12 | 13 | 14 | 15 | 16 |
| --- | --- | --- | --- | --- | --- | --- | --- | --- |
| Tau fluor counter | 2% | 23% | -10% | -4%[81.3 µM] | -15% | -9% | -2% | -3% |
| TR SRC2 fluor cs | -1% | -3% | 2% | 1%&-1% | -3% | 1% | 0% | -1% |
| Tau fibril FP | 1% | 12% | -6% | 5%[81.3 µM] | -2% | 2% | -16% | 1% |
| CBFb RUNX1 block | 4% | 13% | x | 4%[89.1 µM] | -6% | 1% | x | 0% |
| aGal spleen mod | 3% | 3% | x | 3%[119 µM] | -1% | 1% | x | -1% |
| TRb SRC2 PPI | -8% | 2% | -7% | 5%&9% | -2% | 8% | -5% | 3% |
| Epigenetic derep | 0.1% | 0.0% | 3.5% | 1.0%&-5.4% | 0.0% | -12% | 3.0% | -1.1% |
| NPSR antag | -16% | -8%[46.1 µM] | x | 7% | u | -4%[46.1 µM] | x | -5%[46.1 µM] |

(17) Cc1ccc(S(=O)(=O)Nc2ccc(-c3ccc(N4CCCCCC4)nn3)cc2)cc1C
(18) Cc1cc(C)c(S(=O)(=O)Nc2ccccc2C(=O)OCC(=O)NCc2ccccc2)c(C)c1
(19) COc1ccc(C(NC(C)=O)c2ccc3cccnc3c2O)c(OC)c1 (stereo not given)
(20) CCOC(=O)N1CCc2c(sc3c2C(=O)NC(c2ccc(C(=O)OC)cc2)N3)C1 (stereo not given)
(21) Cc1ccc(Cl)cc1NC(=O)C1CCCCC1C(=O)O (stereo not given)
(22) COCCn1c(C)cc(O)c(C(c2cccc(F)c2)N2CCN(c3ccccc3)CC2)c1=O (stereo not given)
(23) O=C(CN(Cc1ccco1)C(=O)CNS(=O)(=O)c1ccc(F)cc1)NCCc1ccccc1
(24) O=C(O)CCCC(=O)NCCc1ccncc1

| assay / entry | 17 | 18 | 19 | 20 | 21 | 22 | 23 | 24 |
| --- | --- | --- | --- | --- | --- | --- | --- | --- |
| Tau fluor counter | -24% | -17% | 2% | -11% | 1% | -2% | 0% | 7% |
| TR SRC2 fluor cs | u | 2% | 1% | 3% | -1% | 0% | -4% | -10% |
| Tau fibril FP | -4% | -7% | 10% | -2% | -7% | -7% | 6% | 6% |
| CBFb RUNX1 block | x | u | -15% | x | 1% | x | 6% | 14% |
| aGal spleen mod | x | -5% | 0% | x | -6% | x | -5% | 8% |
| TRb SRC2 PPI | -16% | -5% | -5% | -4% | 0% | 2% | -3% | 5% |
| Epigenetic derep | 0.0% | 1.1% | u | 0.0% | 0.5% | -2.8% | -0.1% | 0.0% |
| NPSR antag | x | -51% | -19%[46.1 µM] | x | 13% | x | -15%[46.1 µM] | -1%[46.1 µM] |

(25) Cc1cc(C)c(S(=O)(=O)c2ccccc2C)c(N(C)C)n1
(26) COc1ccc(CCNC(=O)Cn2cc(S(=O)(=O)Cc3ccccc3F)c3ccccc32)cc1OC
(27) O=C(c1nc2n(n1)C(c1ccc(Cl)cc1)C=C(c1ccccc1)N2)N1CCOCC1 (stereo not given)
(28) CCOC(=O)c1sc(-c2ccccc2)cc1NC(=O)CSc1nnnn1C
(29) CC(=O)Nc1cccc(Cn2cccn2)c1
(30) COc1ccc(NC(=O)/C=C/C(=O)O)c([N+](=O)[O-])c1
(31) NC(=O)c1cc(-c2ccccc2)sc1NC(=O)CN1CCCCC1
(32) Cc1cc(C)c2oc(C(=O)N(Cc3ccccc3)c3ccccn3)cc(=O)c2c1

| assay / entry | 25 | 26 | 27 | 28 | 29 | 30 | 31 | 32 |
| --- | --- | --- | --- | --- | --- | --- | --- | --- |
| Tau fluor counter | -7% | -19% | -3% | -29% | -10% | -16% | 18µM*[quencher] | -17% |
| TR SRC2 fluor cs | -6% | 9% | 0% | -1% | -4% | -1% | -2% | -4% |
| Tau fibril FP | u | 4% | -10% | 3% | -4% | -1% | u | 2% |
| CBFb RUNX1 block | 4% | x | 6% | -4% | 9% | 11% | -1% | -13% |
| aGal spleen mod | 8% | x | -5% | 1% | 5% | 4% | 3% | -8% |
| TRb SRC2 PPI | 3% | 10% | -1% | 0% | -6% | -4% | -5% | -5% |
| Epigenetic derep | 0.0% | -1.2% | 0.0% | -1.6% | 0.0% | 0.5% | -2.0% | -0.8% |
| NPSR antag | -14%[46.1 µM] | x | -4%[46.1 µM] | u | 2%[46.1 µM] | -14% | u | 51% |

Whole records, quoted from the list.
`NC(=O)c1cc(-c2ccccc2)sc1NC(=O)CN1CCCCC1` reads Tau fluor counter: 18µM*[quencher]; TR SRC2 fluor cs: -2%; Tau fibril FP: u; CBFb RUNX1 block: -1%; aGal spleen mod: 3%; TRb SRC2 PPI: -5%; Epigenetic derep: -2.0%; NPSR antag: u
`O=C(c1nc2n(n1)C(c1ccc(Cl)cc1)C=C(c1ccccc1)N2)N1CCOCC1` (stereo not given) reads Tau fluor counter: -3%; TR SRC2 fluor cs: 0%; Tau fibril FP: -10%; CBFb RUNX1 block: 6%; aGal spleen mod: -5%; TRb SRC2 PPI: -1%; Epigenetic derep: 0.0%; NPSR antag: -4%[46.1 µM]

Going on with the list.
(33) COc1ccc(CC(=O)N(Cc2cc3cc(OC)ccc3[nH]c2=O)C(C)C)cc1
(34) COc1ccc(CCNC(=O)Cc2c(C)c3cc4c(C(C)(C)C)coc4c(C)c3oc2=O)cc1
(35) O=C(c1ccccc1)N1CCC(c2nc(-c3ccc(S(=O)(=O)NCC4CCCO4)cc3)no2)CC1 (stereo not given)
(36) Cc1occc1C(=O)N/N=C/c1sc(N2CCOCC2)nc1-c1ccccc1
(37) O=C(N/N=C/c1c[nH]c2ccc(Br)cc12)c1ccncc1
(38) Cc1ccc(NC(=O)c2cc3c(s2)CCCC3)cc1
(39) O=C(NC(=S)Nc1ccc(Cc2ccncc2)cc1)c1ccccc1Cl
(40) CSc1ccccc1NC(=O)COC(=O)c1ccccc1Cc1ccccc1
(41) O=C(Nc1ccccc1N1CCCC1)c1cccnc1
(42) Cc1ccc(OCCn2c(=O)cnc3ccccc32)cc1
(43) COc1ccc(NS(=O)(=O)c2cccc(N/C(=N\S(=O)(=O)c3ccccc3)c3ccc(F)cc3)c2)cc1

| assay / entry | 33 | 34 | 35 | 36 | 37 | 38 | 39 | 40 | 41 | 42 | 43 |
| --- | --- | --- | --- | --- | --- | --- | --- | --- | --- | --- | --- |
| Tau fluor counter | -9% | -14% | -10% | u | -24% | -27% | -7% | -15% | 0% | 0% | -4% |
| TR SRC2 fluor cs | -1% | -1% | -7% | -3% | 0% | -2% | -3% | 0% | -3% | -2% | 4% |
| Tau fibril FP | -7% | -2% | -8% | -5% | 11% | -3% | -7% | -2% | 12% | 5% | 3% |
| CBFb RUNX1 block | -2% | x | 0% | -11% | 0% | 14% | -5% | u | 2% | 11% | 0% |
| aGal spleen mod | 7% | x | -6% | 1% | 6% | 4% | 3% | -13% | -24% | 13% | 12% |
| TRb SRC2 PPI | -4% | 3% | -5% | -2% | 7% | 8% | 6% | -3% | 6% | -6% | -1% |
| Epigenetic derep | 0.0% | -0.6% | 1.5% | 17% | -0.1% | -4.7% | -0.9% | -1.8% | 1.0% | 6.0% | 1.0% |
| NPSR antag | 3%[46.1 µM] | x | 2%[46.1 µM] | -26% | 36% | -39% | -11%[46.1 µM] | -43% | 19% | 15%[46.1 µM] | -30% |
